Compound activity (PubChem BioAssay)
PhoP GFP inhibition – Inhibition of PhoP regulon, Salmonella typhi GFP reporter cells, confirmation, 4 h (AID 1850). Salmonella Typhi PhoP-promoter GFP reporter, fluorescence, 4 h; higher % means a stronger effect. one-dose inhibition, % at 50 µM; IC50 in µM for titrated hits. hit rate 0.33% among 310,000; in the data active means a potency from the dose series; inconclusive means inhibition mostly from about 25% at the one dose, without a potency; inactive means the rest, 99 in 100 with inhibition below about 19%;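 further: 0% = induced wells with vehicle and 100% = uninduced wells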
influenza NS1A – H1N1 influenza NS1A inhibitors, functional cell based assay (AID 504329); NS1A functional cell-based assay, percent inhibition; higher % means a stronger effect; hit rate 0.3% among 340,000; inhibition, % at 12.5 µM; hits with a dose series show IC50 in µM; in the data active means a potency from the dose series; inconclusive means inhibition above about 27% without an active follow-up result; further: strong numbers were not always called active
H37Rv inhibition – M. tuberculosis growth inhibition, HTS (AID 449762) | M. tuberculosis H37Rv growth inhibition, 7H9 media; higher % means a stronger effect | inhibition, % at 25 µM; hits with a dose series show IC50 in µM | hit rate 0.59% among 330,000; in the data active means a potency from the dose series; inconclusive means inhibition above about 70% without an active follow-up result;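 further: bacterial growth assessed after seven days of incubation; strong numbers were not always called active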
VEEV TC-83 Vero – inhibitors of VEEV TC-83 cytopathic effect, confirmation, Vero cells (AID 588727). Vero cells, VEEV TC-83 cytopathic effect inhibition; higher % means a stronger effect. inhibition, % at 20 µM, or IC50 in µM where a hit was titrated. hit rate 0.13% among 350,000; in the data active means a potency from the dose series; inconclusive means inhibition mostly from about 14% at the one dose, without a potency; inactive means the rest, 99 in 100 with inhibition below about 12%; further: strong numbers were not always called active
tuberculosis growth – growth inhibition of non-replicating M. tuberculosis (AID 488890); Mycobacterium tuberculosis non-replicating, growth inhibition; higher % means a stronger effect; inhibition, % at 25 µM, or IC50 in µM where a hit was titrated; hit rate 0.39% among 320,000; in the data active means a potency from the dose series; inconclusive means inhibition mostly from about 82% at the one dose, without a potency; inactive means the rest, 99 in 100 with inhibition below about 76%;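 further: plate controls were DMSO cells for no effect and high antibiotic wells for full effect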
The depositor's hits bear a star; i = inactive; ? = inconclusive; . = not tested or not shown.

SMILES	PhoP GFP inhibition	influenza NS1A	H37Rv inhibition	VEEV TC-83 Vero	tuberculosis growth
O=C(O)CSc1nc2ccccc2nc1Cc1ccccc1F	8%	-5%	6%	i	6%
Clc1ccccc1-c1nc2nc3ccccc3nc2n1-c1ccc2c(c1)OCO2	-12%	1%	2%	12%	18%
O=C1CC(C(=O)N2CCc3ccccc32)CN1c1ccc(F)cc1 (centres undefined)	2%	-11%	6%	i	18%
Nc1nnc(CCCCCc2nnc(N)s2)s1	4%	-5%	-5%	0.1%	-6%
COC(=O)c1ccc(C2C(C(=O)c3cc4ccccc4o3)=C(O)C(=O)N2c2cc(C)on2)cc1 (centres undefined)	5%	-3%	-4%	1.4%	49%
CC(C)CN(C(=O)COC(=O)c1cc2ccccc2cc1O)c1c(N)n(Cc2ccccc2)c(=O)[nH]c1=O	.	-2%	.	3.3%	.
COc1ccc(CNC(=O)[C@@H](C)NC(=O)[C@@H]2Cc3ccccc3CN2)cc1	8%	5%	-10%	i	-3%
O=C(CNC(=O)c1cccc(F)c1)N/N=C/c1cccnc1	-1%	12%	3%	3.5%	-11%
O=C(Nc1cccc(NC(=O)C2CC3CCCC(C2)C3=O)n1)C1CC2CCCC(C1)C2=O (centres undefined)	-3%	-4%	-2%	1.4%	.
O=S(=O)(Nc1ccc(C(F)(F)F)cn1)c1ccccc1	-3%	3%	1%	0.1%	4%
CN(C)C1=NCCN1CC1CCCCC1	-4%	0%	2%	0.0%	-3%
C/C(=N\OCC(=O)OCC(=O)Nc1cc(S(C)(=O)=O)ccc1Cl)c1ccc2c(c1)OCO2	.	-3%	2%	0.3%	.
CCCCCN1C=CC=C/C1=C\C=C(C#N)C#N	-138%	.	6%	i	16%
CCOc1ccc(N2CC(C(=O)NCc3ccco3)CC2=O)cc1 (centres undefined)	4%	-9%	-10%	1.0%	-6%
COc1cccc(CNC(=O)CSc2nnc3c(n2)[nH]c2ccc(F)cc23)c1	1%	2%	-4%	0.1%	-4%
COC(=O)c1ccc(CN(Cc2ccc(C(=O)OC)o2)C(C)(C)C)o1	12%	-11%	-3%	0.4%	-9%
Cn1c(C(=O)N2CCN(c3cccc(C(F)(F)F)c3)CC2)cc2sccc21	-3%	-2%	51%	i	18%
O=C(c1cccs1)c1no[n+]([O-])c1C(=O)c1cccs1	28µM*	-1%	-2%	10%	?
Cc1cccc(C2Nc3ccccc3C(=O)N2c2ccccc2)n1 (centres undefined)	9%	-6%	1%	i	14%
O=C(O)c1cc(=O)[nH]c2ccc(S(=O)(=O)Nc3ccc(F)cc3)cc12	-6%	-12%	4%	i	-9%
CCc1nc2ccc(C(=O)NCc3ccccc3)cc2nc1CC	3%	-12%	-1%	4.3%	3%
C[C@]12CCC(=O)C=C1CC[C@@H]1C2[C@H](O)C[C@]2(C)C(=O)CCC12 (some centres undefined)	0%	-11%	2%	0.3%	-9%
COc1ccc(-n2c(-c3ccc(Cl)cc3)c[n+]3c2CCc2ccccc2-3)cc1	4%	4%	16µM*	4.9%	70%
CCn1c(COc2ccccc2C(N)=O)nc2ccccc21	3%	-26%	-9%	3.0%	14%
O=C(NC1CC2CCC(C1)N2Cc1ccccc1)c1ccccc1Cl (centres undefined)	-2%	0%	1%	i	-10%
COc1ccc(O[C@H]2C=C[C@@H](c3ccccc3)O[C@@H]2CO/N=C(\C)CCC(=O)OC[C@H]2O[C@H](c3ccccc3)C=C[C@@H]2Oc2ccc(OC)cc2)cc1	3%	.	2%	.	-13%
COc1ccc(NC(=O)C2CCN(S(=O)(=O)c3cccnc3)CC2)cc1Cl	-17%	0%	1%	i	.
O=C(c1ccc2c(c1)CCN2S(=O)(=O)c1ccccc1)N1CCN(c2ccccc2F)CC1	5%	5%	5%	0.0%	0%
O=C(OC1CCc2ccccc2C1=O)c1ccccc1O (centres undefined)	10%	9%	10%	5.8%	?
CN(NC(=O)Nc1ccccc1)c1cnn(C)c(=O)c1Cl	-15%	.	3%	1.0%	-6%
CCC1(C)CC(=O)N(c2ccc(F)c(Cl)c2)C(=O)C1	-2%	-25%	-3%	0.6%	-7%
O=c1[nH]nc(Cc2ccc(-c3ccccc3Cl)o2)c2ccccc12	-15%	12%	1%	0.2%	2%
CCOc1ccc(Nc2nc(N)c([N+](=O)[O-])c(N3CCOCC3)n2)cc1	-5%	-1%	0%	1.9%	-15%
CC1CC(C)CN(C(=O)COC(=O)c2c[nH]c3ccccc23)C1 (centres undefined)	.	-5%	-1%	4.2%	0%
O=C(/C=C/c1ccc(Cl)c([N+](=O)[O-])c1)Nc1ccc(N2CCCC2)c(Cl)c1	3%	2%	9%	0.6%	26%
CCCCOn1c(C)c(C(=O)OCC)c2c3no[n+]([O-])c3ccc21	-6%	-3%	1%	0.7%	4%
COC(=O)c1ccc(C(=O)NC(=S)Nc2nc3c(s2)CC(C)CC3)cc1 (centres undefined)	-14%	-3%	-1%	3.0%	57%
CC(OC(=O)c1ccc(S(=O)(=O)N2CCCCC2)cc1)C(=O)Nc1ccc(C(N)=O)cc1 (centres undefined)	.	-3%	5%	12%	-4%
O=C(N/N=C/c1cccc(Cl)c1)C1CCCC1	-10%	-2%	-2%	0.2%	13%
C#CC1(NC(=O)NCCCC)CCCCC1	-9%	-8%	-2%	0.1%	?
COC(=O)c1noc(C)c1-c1ccnn1C(=O)c1ccc(C)cc1	-7%	-17%	9%	0.9%	4%
COc1cc(C(=S)N2CCOCC2)ccc1OC(=O)c1ccccc1C	-1%	-39%	-5%	1.6%	13%
CCn1c(SCC(=O)N2CCCC2)nc2c(c1=O)SC(C)C2 (centres undefined)	0%	-12%	-2%	0.7%	-13%
Nc1ccc(C(=O)N2CCN(S(=O)(=O)c3ccc(Cl)s3)CC2)cc1[N+](=O)[O-]	12%	4%	-1%	5.5%	12%
c1ccc2c(c1)CNc1ccccc1O2	-16%	12%	-6%	2.1%	5%
CCOc1ccc(CCNC(=O)COC(=O)CCS(=O)(=O)c2ccc(C)cc2)cc1OCC	7%	4%	-8%	0.5%	1%
Cc1cc(Cl)c(OCCOCCN2CCNCC2)c(Cl)c1	7%	-17%	2%	i	4%
Cc1ccc(-n2c(C)nnc2SCC(=O)N(C)C2CCS(=O)(=O)C2)cc1 (centres undefined)	.	-8%	-7%	1.0%	-8%
CCOc1ccc(OCc2ccc(C(=O)NC(C)C)o2)cc1	-6%	0%	1%	1.3%	75%
O=C(CSc1ccc2nnc(CCNC(=O)c3ccccc3)n2n1)Nc1ccccc1F	12%	-1%	-9%	0.2%	-5%
COc1cc(C2C(C(=O)Nc3ccc(F)cc3)=C(C)Nc3nc(CCCO)nn32)cc(OC)c1OC (centres undefined)	-14%	0%	-4%	0.1%	16%
CN(Cc1ccc(Cl)cc1Cl)C(=O)c1cccc(S(=O)(=O)NCc2ccccc2)c1	.	-18%	.	4.6%	.
COC(=O)C1C(=O)C=C(Nc2ccc(F)cc2F)CC1c1ccccc1 (centres undefined)	-2%	6%	-5%	0.2%	-2%
Cc1ccc(-c2cc(C(F)(F)F)c(C#N)c(SCC(=O)O)n2)cc1	2%	-2%	-8%	i	22%
O=C(NCCCSc1ccccc1)c1ccc(=O)[nH]c1	-9%	-9%	-1%	1.7%	0%
CC1(C)C2CCC(C2)C1(C)NC(=O)CNC1CCCCC1 (centres undefined)	14%	14%	5%	0.6%	21%
CN(CC1COc2ccccc2O1)C(=O)CSc1ncccn1 (centres undefined)	.	3%	-5%	1.3%	-1%
COc1cc(/C=N/n2c(C3CCCCC3)n[nH]c2=S)ccc1O	4%	-1%	0%	2.4%	-2%
CCOc1ccc(NC(=O)CCNS(=O)(=O)c2cccc3nsnc23)cc1	6%	-10%	-3%	0.4%	-3%
CN(Cc1nc(C(c2ccccc2)c2ccccc2)no1)CC1COCCO1 (centres undefined)	7%	4%	-3%	0.9%	0%

A portion from further up, as a working copy:
SMILES	PhoP GFP inhibition	influenza NS1A	H37Rv inhibition	VEEV TC-83 Vero	tuberculosis growth
COC(=O)c1ccc(C(=O)NC(=S)Nc2nc3c(s2)CC(C)CC3)cc1 (centres undefined)	-14%	-3%	-1%	3.0%	57%
CC(OC(=O)c1ccc(S(=O)(=O)N2CCCCC2)cc1)C(=O)Nc1ccc(C(N)=O)cc1 (centres undefined)	.	-3%	5%	12%	-4%
O=C(N/N=C/c1cccc(Cl)c1)C1CCCC1	-10%	-2%	-2%	0.2%	13%
C#CC1(NC(=O)NCCCC)CCCCC1	-9%	-8%	-2%	0.1%	?
COC(=O)c1noc(C)c1-c1ccnn1C(=O)c1ccc(C)cc1	-7%	-17%	9%	0.9%	4%
COc1cc(C(=S)N2CCOCC2)ccc1OC(=O)c1ccccc1C	-1%	-39%	-5%	1.6%	13%
CCn1c(SCC(=O)N2CCCC2)nc2c(c1=O)SC(C)C2 (centres undefined)	0%	-12%	-2%	0.7%	-13%
Nc1ccc(C(=O)N2CCN(S(=O)(=O)c3ccc(Cl)s3)CC2)cc1[N+](=O)[O-]	12%	4%	-1%	5.5%	12%
c1ccc2c(c1)CNc1ccccc1O2	-16%	12%	-6%	2.1%	5%
CCOc1ccc(CCNC(=O)COC(=O)CCS(=O)(=O)c2ccc(C)cc2)cc1OCC	7%	4%	-8%	0.5%	1%
Cc1cc(Cl)c(OCCOCCN2CCNCC2)c(Cl)c1	7%	-17%	2%	i	4%
Cc1ccc(-n2c(C)nnc2SCC(=O)N(C)C2CCS(=O)(=O)C2)cc1 (centres undefined)	.	-8%	-7%	1.0%	-8%
CCOc1ccc(OCc2ccc(C(=O)NC(C)C)o2)cc1	-6%	0%	1%	1.3%	75%
O=C(CSc1ccc2nnc(CCNC(=O)c3ccccc3)n2n1)Nc1ccccc1F	12%	-1%	-9%	0.2%	-5%
COc1cc(C2C(C(=O)Nc3ccc(F)cc3)=C(C)Nc3nc(CCCO)nn32)cc(OC)c1OC (centres undefined)	-14%	0%	-4%	0.1%	16%
CN(Cc1ccc(Cl)cc1Cl)C(=O)c1cccc(S(=O)(=O)NCc2ccccc2)c1	.	-18%	.	4.6%	.
COC(=O)C1C(=O)C=C(Nc2ccc(F)cc2F)CC1c1ccccc1 (centres undefined)	-2%	6%	-5%	0.2%	-2%
Cc1ccc(-c2cc(C(F)(F)F)c(C#N)c(SCC(=O)O)n2)cc1	2%	-2%	-8%	i	22%
O=C(NCCCSc1ccccc1)c1ccc(=O)[nH]c1	-9%	-9%	-1%	1.7%	0%

New compounds follow:
SMILES	PhoP GFP inhibition	influenza NS1A	H37Rv inhibition	VEEV TC-83 Vero	tuberculosis growth
CC(C)=CCC/C(C)=C/CNC(=O)CC1C[C@H](C(=O)N2CCCCC2)[C@@]2(C)c3[nH]c4ccccc4c3CCN2C1=O (some centres undefined)	.	-2%	-1%	0.5%	5%
CCOC(=O)c1ccccc1NC(=O)COC(=O)c1ccccc1C(=O)N(C)c1ccccc1	4%	13%	1%	9.7%	3%
CCOCCOC(=O)c1[nH]c2c(c1C)C(=O)CC(c1ccc(OC)c(OC)c1)C2 (centres undefined)	-18%	-7%	-7%	1.0%	18%
CCc1cc(CNC(=O)c2ccc(OC3CCN(CCc4ccccc4)CC3)cc2)on1	-6%	-6%	-2%	2.7%	5%
CCCn1c2ccccc2c2cnn(CC(=O)NC3CCCCC3)c(=O)c21	3%	0%	6%	0.4%	11%
COc1cccc(/C=c2\sc3nc(-c4cccs4)nn3c2=O)c1OC	0%	-2%	-11%	i	23%
COc1ccc(C2OC(=O)CC2C(=O)NCc2ccc(Cl)cc2)cc1OC (centres undefined)	0%	-9%	-1%	i	-1%
N/C(=N\N=C\c1ccco1)SC1CC(=O)N(c2ccc(C(=O)O)cc2)C1=O (centres undefined)	0%	-4%	-5%	1.5%	3%
COc1ccc(C2CCCN2C(=O)Nc2ccc(C)c(C)c2)cc1OC (centres undefined)	.	5%	0%	2.0%	.
CC(C)CN(CC(C)C)S(=O)(=O)N1CCC(C(=O)NCc2ccco2)CC1	-6%	-10%	-15%	i	-3%
Cc1cccnc1NC(=S)NC(=O)c1cccs1	7%	8%	-9%	3.9%	-14%
Cc1noc(C)c1C(=O)OCC(=O)Nc1ccccc1Oc1ccccc1	-17%	-25%	1%	1.0%	7%
[O-][n+]1onc2c1CCc1nnc(-c3ccccc3)cc1-2	13%	2%	6%	5.0%	-4%
CC(C)N1CCN(C(=O)c2ccc(NC(=O)c3ccc(Br)o3)cc2)CC1	-2%	-3%	1%	0.2%	5%
Cc1csc(C(C)NC(=O)c2ccc(OC3CCN(CCc4ccccc4)CC3)cc2)n1 (centres undefined)	1%	1%	-1%	2.0%	29%
